Ins promoter up = MIN6 insulin promoter up-regulation; MIN6 insulin promoter-GFP reporter, high-content imaging; active compounds read high; z-score at 5 µM; hit rate 0.3% among 190,000;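 active means z-score above 3 at 5 µM with at least 500 cells counted in the well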
TNAP activation fold = stimulation of alkaline phosphatase TNAP activity – biochemical, luminescent, no phosphate acceptor, uHTS, primary screen (AID 1001). purified TNAP, luminescent activation assay, no phosphate acceptor; higher activation fold means a stronger effect. activation fold at 20 µM; hits with a dose series show EC50 in µM. hit rate 0.03% among 200,000; in the data active means activation fold from about 3, or a potency from the dose series; inactive means the rest, 99 in 100 with activation fold below about 1.6; further: many of its hits are not listed in these tables
West Nile antiviral = inhibition of WNV-induced cytopathic effect – cell-based, CPE readout (AID 1621); hit rate 0.02% among 290,000; CPE inhibition, % at 10 µM; hits with a dose series show IC50 in µM; West Nile virus-infected cells, CPE inhibition; higher % means a stronger effect; in the data active means a potency from the dose series; further: strong numbers were not always called active
SV40 large T antigen = TAg ATPase/helicase activity blockers – biochemical (AID 1903) | SV40 large T antigen ATPase/helicase inhibition assay; higher % means a stronger effect | hit rate 0.39% among 310,000 | inhibition, % at 20 µM, or IC50 in µM where a hit was titrated; in the data active means a potency from the dose series; further: strong numbers were not always called active
human PMI inhibitors = MPI inhibition at elevated mannose 6-phosphate – biochemical, fluorescence intensity, high mannose 6-phosphate, primary screen (AID 1220) | recombinant PMI enzyme, coupled fluorescence intensity; higher % means a stronger effect | one-dose inhibition, % at 20 µM; IC50 in µM for titrated hits | hit rate 0.66% among 190,000
PhoP inhibition = inhibitors of PhoP regulon expression, primary screen, Salmonella Typhimurium, GFP reporter (AID 1863); S. Typhimurium PhoP-regulated promoter GFP reporter, 4 h; higher % means a stronger effect; hit rate 0.16% among 300,000; one-dose inhibition, % at 50 µM; IC50 in µM for titrated hits;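 active means inhibition over 29.93%, a cutoff 3 SD above the screen mean, later confirmed by dose response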;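 further: 0% = low Mg2+ inducing control and 100% = high Mg2+ repressing control; strong numbers were not always called active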
RSV antiviral HEp-2 = RSV antiviral activity via CPE protection, HEp-2 cells, primary 10 µM value included (AID 2391). hit rate 0.13% among 310,000. HEp-2 cells, RSV-induced CPE inhibition; higher % means a stronger effect. one-dose CPE inhibition, % at 10 µM; IC50 in µM for titrated hits; in the data active means a potency from the dose series; further: strong numbers were not always called active
ER stress rescue = rescue of cells from ER stress-induced death, primary screen, 384-well, CSM14.1, thapsigargin, ATP luminescence (AID 1222). cellular ATP content (survival), % at 20 µM; hits with a dose series show EC50 in µM. CSM14.1 thapsigargin-induced death rescue, ATP luminescence; higher % means a stronger effect. 190,000 tested, under 10 active;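 active means EC50 below 50 µM in the dose-response confirmation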;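 further: death triggered by thapsigargin at about 15 µM added after 2 h compound pretreatment; cell ATP read after overnight thapsigargin exposure of roughly 18 to 22 hours; normalized against plate controls of thapsigargin alone and 5% DMSO vehicle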
PMI inhibitors = inhibitors of human PMI, primary screen, biochemical, fluorescence intensity, coupled assay (AID 1209). purified PMI enzyme, coupled fluorescence intensity; higher % means a stronger effect. inhibition, % at 20 µM; hits with a dose series show IC50 in µM. hit rate 0.42% among 190,000;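 further: plate controls were DMSO vehicle for no effect and wells lacking substrate for full effect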
Ins promoter up cell count = second read-out of Ins promoter up, no call of its own (marks repeat the call); cell count; measured here: cytotoxicity, nuclei count;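 total cells summed across four imaged fields per well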
* hit, by the source's call. Unless noted, no stated cut-off is given here; in the data, active means inhibition above about 50%; inactive means the rest.

COc1cc2c(cc1OC)CN(S(=O)(=O)c1cccs1)CC2 was read as Ins promoter up -0.32, TNAP activation fold 1, West Nile antiviral -0.9%, SV40 large T antigen 6.9%, human PMI inhibitors 7.5%, PhoP inhibition 1.4%, RSV antiviral HEp-2 3.4%, ER stress rescue -2.4%, PMI inhibitors 9.0% and Ins promoter up cell count 1276.
Screening CC(C(=O)NCCCc1ccccc1)n1cccc1C(=O)c1ccccc1 (stereo not given) returned West Nile antiviral -0.3%, SV40 large T antigen 6.1%, PhoP inhibition 4.1% and RSV antiviral HEp-2 1.3%.
`CC(=O)Nc1ccccc1NC(=O)C/C(C)=N/NC(=O)c1ccccn1` gave TNAP activation fold 1.2, West Nile antiviral 0.7%, SV40 large T antigen -14.5%, PhoP inhibition -0.2%, RSV antiviral HEp-2 1.9% and ER stress rescue -2.4%.
`CCOC(=O)N1CCN(C(=O)c2ccc3c(=O)n(-c4ccc(OC)cc4OC)c(=S)[nH]c3c2)CC1` gave TNAP activation fold 1.1, SV40 large T antigen 10.8%, human PMI inhibitors -4.1%, PhoP inhibition -0.2%, RSV antiviral HEp-2 -0.2%, ER stress rescue 3.4% and PMI inhibitors -6.2%.
For COc1ccc(CC(NC(C)=O)C(=O)NC2CCN(C(=O)C3CC3)CC2)cc1OC (stereo not given) the results were Ins promoter up -0.14, TNAP activation fold 1.1, West Nile antiviral -0.3%, SV40 large T antigen 4.2%, human PMI inhibitors 3.6%, PhoP inhibition 16.0%, RSV antiviral HEp-2 1.1%, ER stress rescue 0.0%, PMI inhibitors 5.6% and Ins promoter up cell count 1566.
`Cc1oc(/N=C/c2ccc(O)cc2O)c(C#N)c1C` gave Ins promoter up -0.1, TNAP activation fold 0.8, SV40 large T antigen 7.3%, human PMI inhibitors 8.5%, PhoP inhibition 5.2%, RSV antiviral HEp-2 1.1%, ER stress rescue -2.1%, PMI inhibitors 6.1% and Ins promoter up cell count 1146.
For CN(C)CCN1C(=O)C(=O)/C(=C(/O)c2ccc(S(=O)(=O)N3CCOCC3)cc2)C1c1ccc(Br)cc1 (stereo not given) the results were West Nile antiviral -0.2%, SV40 large T antigen 25.8%, PhoP inhibition -10.4% and RSV antiviral HEp-2 1.6%.
For CC(C)NC(=O)NNC(=O)c1cc(COc2cc(Cl)cc(Cl)c2)on1 the results were Ins promoter up -0.08, West Nile antiviral 0.2%, SV40 large T antigen 9.8%, PhoP inhibition -4.1%, RSV antiviral HEp-2 2.7% and Ins promoter up cell count 1146.
For Clc1cccc(Cl)c1CNc1ccc(N2CCCC2)cc1 the results were Ins promoter up 0.06, TNAP activation fold 1, West Nile antiviral 1.6%, SV40 large T antigen 5.9%, human PMI inhibitors 84.4%*, PhoP inhibition 0.7%, RSV antiviral HEp-2 -0.3%, ER stress rescue 2.6%, PMI inhibitors 87.2%* and Ins promoter up cell count 1587.
Screening CCN(c1cc(C)cc(C)c1)S(=O)(=O)c1nnc(NC(=O)c2ccco2)s1 returned West Nile antiviral -0.1%, SV40 large T antigen 31.6%, PhoP inhibition 14.1% and RSV antiviral HEp-2 11.2%.
`COc1ccc(N/C=C\C(=O)c2ccc3c(c2)OCO3)cc1OC` gave Ins promoter up 0.16, TNAP activation fold 1, West Nile antiviral 0.3%, SV40 large T antigen -1.8%, human PMI inhibitors 22.0%, PhoP inhibition -15.2%, RSV antiviral HEp-2 5.9%, ER stress rescue -5.1%, PMI inhibitors 6.8% and Ins promoter up cell count 1373.
`Cc1ccc(-c2nn(-c3ccccc3)cc2/C=N/n2c(-c3ccncc3)n[nH]c2=S)cc1` gave Ins promoter up -0.04, West Nile antiviral 0.0%, SV40 large T antigen 17.8%, PhoP inhibition -4.0%, RSV antiviral HEp-2 1.8% and Ins promoter up cell count 1003.
`Cc1ccc(C)n1-c1ccc(N2CCOCC2)c([N+](=O)[O-])c1` gave Ins promoter up 0.49, West Nile antiviral 0.0%, SV40 large T antigen 20.1%, PhoP inhibition -3.5% and Ins promoter up cell count 1043.
For O=[N+]([O-])c1ccc(N2CCNCC2)cc1NCc1cccnc1 the results were Ins promoter up -0.35, TNAP activation fold 0.8, West Nile antiviral 0.7%, SV40 large T antigen 13.0%, human PMI inhibitors 13.8%, PhoP inhibition 2.2%, RSV antiviral HEp-2 -0.5%, ER stress rescue -0.7%, PMI inhibitors -2.5% and Ins promoter up cell count 1298.
For CCn1c(CNC(=O)c2cccc(C)c2)nnc1SCC(=O)NC1=NCCS1 the results were West Nile antiviral -0.1%, SV40 large T antigen 5.9%, PhoP inhibition -5.4% and RSV antiviral HEp-2 2.1%.
For Cc1c(NC(=O)COC(=O)c2cc(-c3cccc4ccccc34)nc3ccccc23)c(=O)n(-c2ccccc2)n1C the results were Ins promoter up 0.23, TNAP activation fold 1.1, West Nile antiviral -1.0%, SV40 large T antigen 11.7%, human PMI inhibitors 18.7%, PhoP inhibition -3.9%, RSV antiviral HEp-2 1.9%, ER stress rescue 2.6%, PMI inhibitors 19.9% and Ins promoter up cell count 1523.
For COc1ccc(Cl)cc1NC(=O)CSc1nnc(COc2ccccc2)n1N the results were Ins promoter up -0.23, TNAP activation fold 1.1, West Nile antiviral -0.3%, SV40 large T antigen -3.0%, human PMI inhibitors 20.4%, PhoP inhibition 5.5%, RSV antiviral HEp-2 2.6%, ER stress rescue -2.4%, PMI inhibitors 18.7% and Ins promoter up cell count 1925.
`Cc1ccc(N2C(=O)C3CC(c4ccccc4)=C4C5C=CC(C6C(=O)N(c7ccc(C)cc7C)C(=O)C56)C4C3C2=O)c(C)c1` (stereo not given) gave Ins promoter up -0.33, TNAP activation fold 1.1, West Nile antiviral -0.1%, SV40 large T antigen 4.2%, human PMI inhibitors 1.8%, PhoP inhibition 16.8%, RSV antiviral HEp-2 2.5%, ER stress rescue -2.0%, PMI inhibitors 1.6% and Ins promoter up cell count 809.
Screening O=C(CCC1CCCN(C(=O)c2ccc3c(c2)OCO3)C1)N1CCN(c2ccccn2)CC1 (stereo not given) returned Ins promoter up 0.12, TNAP activation fold 1.1, West Nile antiviral -0.9%, SV40 large T antigen 23.8%, human PMI inhibitors 2.7%, PhoP inhibition -3.7%, RSV antiviral HEp-2 4.5%, ER stress rescue 1.4%, PMI inhibitors 6.8% and Ins promoter up cell count 1430.
`CC(C)(C)C1CCC(OC(=O)CN2CCOCC2)CC1` (stereo not given) gave Ins promoter up -0.07, TNAP activation fold 1.1, West Nile antiviral 0.0%, SV40 large T antigen 16.5%, human PMI inhibitors 0.2%, PhoP inhibition 4.6%, RSV antiviral HEp-2 1.2%, ER stress rescue -1.5%, PMI inhibitors 2.0% and Ins promoter up cell count 1038.
`Cc1nn(C(=O)CCC(=O)NCc2ccc(OC(C)C)cc2)c2ccccc12` gave West Nile antiviral -0.4%, SV40 large T antigen 3.7%, PhoP inhibition -9.7% and RSV antiviral HEp-2 0.8%.
`CC(C)CCn1nnnc1C(c1ccc(N(C)C)cc1)N1CCN(C(=O)c2ccco2)CC1` (stereo not given) gave Ins promoter up -1.27, TNAP activation fold 1.1, West Nile antiviral 0.1%, SV40 large T antigen 27.4%, human PMI inhibitors 9.8%, PhoP inhibition -7.9%, RSV antiviral HEp-2 0.5%, ER stress rescue 2.7%, PMI inhibitors -4.0% and Ins promoter up cell count 1460.
For CCN(CC)C(=O)C(=O)Nc1ccc(Oc2ccccc2)cc1 the results were TNAP activation fold 1, West Nile antiviral -0.9%, SV40 large T antigen 5.9%, human PMI inhibitors 5.1%, PhoP inhibition -7.2%, RSV antiviral HEp-2 -0.5%, ER stress rescue -0.8% and PMI inhibitors 4.5%.
Screening COc1cccc(-c2nnc(-c3ccc(C(F)(F)F)cc3)o2)c1 returned TNAP activation fold 0.9, West Nile antiviral 0.2%, SV40 large T antigen 4.3%, human PMI inhibitors -1.2%, PhoP inhibition 3.4%, RSV antiviral HEp-2 2.9%, ER stress rescue -1.9% and PMI inhibitors -4.2%.
Screening Cc1ccc(C)c(N=C2CCCN2Cc2ccccc2)c1C#N returned Ins promoter up -0.49, TNAP activation fold 1.1, West Nile antiviral -0.2%, SV40 large T antigen 9.8%, human PMI inhibitors 1.1%, PhoP inhibition -3.2%, RSV antiviral HEp-2 16.6%, ER stress rescue -0.3%, PMI inhibitors 3.6% and Ins promoter up cell count 820.
CCOC(=O)c1ccc(Nc2ccc(-c3ccc(OC)c(OC)c3)nn2)cc1 was read as Ins promoter up -3.46, TNAP activation fold 1, SV40 large T antigen 1.2%, human PMI inhibitors -13.4%, PhoP inhibition 6.7%, RSV antiviral HEp-2 2.0%, ER stress rescue 2.9%, PMI inhibitors -3.9% and Ins promoter up cell count 785.
`CCOC(=O)C1=C(c2cccc(F)c2)NC(=S)NC1C` (stereo not given) gave Ins promoter up -0.43, TNAP activation fold 1.1, SV40 large T antigen 11.6%, human PMI inhibitors 8.9%, PhoP inhibition -5.4%, RSV antiviral HEp-2 0.2%, ER stress rescue 3.7%, PMI inhibitors 18.2% and Ins promoter up cell count 846.
CN1C(=O)/C(=C\c2ccccc2F)Sc2ccc(C(=O)NC3CCN(Cc4ccccc4)CC3)cc21 was read as West Nile antiviral 1.9%, SV40 large T antigen 4.0%, PhoP inhibition 1.4% and RSV antiviral HEp-2 -1.3%.
Cc1ccc(-c2nnn(CC(=O)N(c3ccccc3)C(C(=O)NC(C)(C)C)c3cccs3)n2)o1 (stereo not given) was read as TNAP activation fold 1.1, West Nile antiviral -1.4%, SV40 large T antigen 3.6%, human PMI inhibitors -1.5%, PhoP inhibition 2.8%, RSV antiviral HEp-2 0.9%, ER stress rescue -2.2% and PMI inhibitors -4.5%.
For CCCOc1ccccc1N1C(=O)CC(N2CCOCC2)C1=O (stereo not given) the results were Ins promoter up -0.38, TNAP activation fold 1.1, West Nile antiviral -0.3%, SV40 large T antigen 8.5%, human PMI inhibitors 5.1%, PhoP inhibition 5.2%, RSV antiviral HEp-2 1.3%, ER stress rescue -0.6%, PMI inhibitors 1.0% and Ins promoter up cell count 1472.
CCOc1ccc(CCNC(=O)CCS(=O)(=O)c2ccc(Cl)cc2)cc1OCC was read as West Nile antiviral -0.6%, SV40 large T antigen 12.5%, PhoP inhibition -6.6% and RSV antiviral HEp-2 1.5%.
Screening CC(CCO)Nc1nc2c(c(=O)n(C)c(=O)n2C)n1Cc1cccc(Br)c1 (stereo not given) returned Ins promoter up -0.28, TNAP activation fold 1.1, West Nile antiviral -0.5%, SV40 large T antigen 2.6%, human PMI inhibitors 5.2%, PhoP inhibition 0.4%, RSV antiviral HEp-2 0.3%, ER stress rescue -3.0%, PMI inhibitors 6.1% and Ins promoter up cell count 1269.
CCCC(=O)Nc1ccccc1NC(=O)c1ccc2c(c1)OCO2 was read as West Nile antiviral -0.4%, SV40 large T antigen 4.9%, PhoP inhibition -5.9% and RSV antiviral HEp-2 0.4%.
